Cav32 inh = inhibitors of human Cav3.2 T-type calcium channel; O95180; Cav3.2-expressing cells, Fluo-4 calcium fluorescence FDSS; hits give low values; B-score at 10 µM; 100,000 compounds, 4% hits; AID 449739;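 active = single-dose well whose peak fluorescence ratio is a statistical outlier from its plate by either plate-standardised score or position-corrected B-score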
The depositor's hits bear a star.

compound | Cav32 inh
CCC(CC)C(=O)Nc1cccc(/C(C)=N\NC(=O)c2ccc(C)s2)c1 | -5.8*
O=C(NC1CC1)c1ccc(CSCc2cccc(F)c2)o1 | 0.6
COc1ccc(CNCC(O)COCc2cccs2)cc1 (stereo not given) | 0.62
NC[C@@]12CCCC1C1CCC2C1 (stereo not given in full) | 0.29
Cc1ccc2c(c1)C1(C(=O)N2C)N2CC3(C)CN1CC(C)(C2)C3=O (stereo not given) | 0.32
C=CCn1c(N)c(C(=O)NCc2ccco2)sc1=S | 0.048
COC(=O)c1sccc1NC(=O)c1csc2c1CCCC2 | 0.27
Cc1ccc(C(=O)CN(C(=O)c2ccc(Cl)c(Cl)c2)N2C(=O)C3CCCCC3C2=O)cc1 (stereo not given) | -3
O=C(Nc1ccc(-c2nnc(-c3ccccc3)o2)cc1)c1ccc(Br)o1 | -0.5
CC1CSc2nc3sc4c(c3c(=O)n21)CCCC4 (stereo not given) | -0.11
O=C(NCC1CCCO1)c1ccc2c(c1)N(Cc1ccccc1)C(=O)CS2=O (stereo not given) | -0.31
COc1ccc(S(=O)(=O)N2CCCC2)c(C)c1C | 0.14
Cc1cc(C)n(-c2ccc(C(=O)C(C#N)c3nc4ccccc4n3C)cc2)n1 (stereo not given) | 0.81
CC1=CC(c2ccc(Cl)cc2)n2nc(N3C(=O)CCC3=O)nc2N1 (stereo not given) | 0.24
COc1nc(NCC(C)C)nc(Oc2ccc(OCc3ccccc3)nn2)n1 | 1
COc1ccc(/C(O)=C/c2nc3ccccc3n(-c3ccccc3)c2=O)cc1 | -0.069
COc1cc(C(=O)Nc2ccc3c(c2)OCCO3)ccc1OC(F)F | -0.066
O=C(O)CCc1ccc(-c2ccc(Cl)cc2)n1CC(=O)O | 0.4
CN(C)c1ccc(/C=C2\NC(=S)N(Cc3ccccc3)C2=O)cc1 | -2.8
Cn1cc(C(=O)N2CCN(c3ccccn3)CC2)c(=O)c2cc(S(=O)(=O)N3CCOCC3)ccc21 | -0.64
CC(C)CN1C(=O)c2ccc(NC(=O)c3cccs3)cc2C1=O | -2.4
COCCNC(=O)c1cc(-c2cccc(OC)c2)on1 | -0.2
C=CCn1c(N)c(C(=O)NCCC2=CCCCC2)sc1=S | -0.16
CC1(C)CC(=O)C=C(Nc2ccc(F)cc2F)C1 | -0.058
CN(C(=O)c1cc2n(n1)C(C(F)(F)F)CC(c1ccco1)N2)c1ccccc1 (stereo not given) | 1.1
CC(=O)c1ccc(CCCC(=O)O)cc1 | 0.53
CC(C)c1nnc(NC(=O)CC(=O)Nc2ccccc2C(=O)O)s1 | 1.1
CCOC(=O)c1c(C)[nH]c(C(=O)NNC(=O)c2ccccc2)c1C | -0.077
Cc1cccc(OCC2=NS(=O)(=O)c3ccccc3N2)c1 | 0.45
O=C(Nc1ccc2c(c1)OCO2)N1CCN(c2ccccc2Cl)CC1 | -1.5
CC1(C)CC(=O)C(C=Nc2ccccc2Sc2ccccc2)=C(O)C1 | -0.99
Cc1cccc(N2CCN(C(=O)c3ccc(CS(=O)(=O)c4ccccc4C)o3)CC2C)c1 (stereo not given) | -5.7*
CC1CCCN(C(=O)CN2C(=O)c3ccccc3C2=O)C1 (stereo not given) | -1.3
Cn1cccc1Cc1nnc(SCC(=O)NC2CCCCC2)n1-c1ccc(F)cc1 | -0.51
O=c1c2ccccc2nc2n1CCCCN2 | 0.28
COCCNC(=O)c1cc2ncc(Br)cn2n1 | 0.4
O=C1CC(SCCc2nc3ccccc3[nH]2)C(=O)N1c1ccc(F)c(Cl)c1 (stereo not given) | -1.8
CCCOCC1CC2(SC(=Nc3ccc(C)cc3)NC2=O)C(=O)O1 (stereo not given) | -0.66
N#CC1=C(SCc2ccccc2)NC(=O)CC1c1ccc(O)cc1 (stereo not given) | 0.076
CC(C)OC(=O)CC(NC(=O)OC(C)(C)C)c1ccccc1 (stereo not given) | 0.37

Structures listed so far with an NH in an aromatic ring (two):
compound | Cav32 inh
CCOC(=O)c1c(C)[nH]c(C(=O)NNC(=O)c2ccccc2)c1C | -0.077
O=C1CC(SCCc2nc3ccccc3[nH]2)C(=O)N1c1ccc(F)c(Cl)c1 (stereo not given) | -1.8

The main list resumes, repeating the three entries before the break.
compound | Cav32 inh
CCCOCC1CC2(SC(=Nc3ccc(C)cc3)NC2=O)C(=O)O1 (stereo not given) | -0.66
N#CC1=C(SCc2ccccc2)NC(=O)CC1c1ccc(O)cc1 (stereo not given) | 0.076
CC(C)OC(=O)CC(NC(=O)OC(C)(C)C)c1ccccc1 (stereo not given) | 0.37
CCc1ccc(NS(=O)(=O)c2ccc3[nH]cc(C(=O)N(C)Cc4ccco4)c(=O)c3c2)cc1 | -0.54
CN(C)C(=O)C(=O)c1c(-c2ccccc2)cc2ccccn12 | -0.058
COCCNC(=O)CN(Cc1ccc(Cl)cc1)S(C)(=O)=O | -0.28
CCOc1ccccc1C(=O)N(CCC(=O)OC)c1ccccn1 | -0.89
C=CCNC(=O)C1CCCN(S(C)(=O)=O)C1 (stereo not given) | -1.6
CCNC(=O)CSc1nnc(C2CC2)n1-c1ccccc1 | 0.72
COC(=O)c1cc(Br)c(=O)n(-c2ccccn2)c1 | 0.37
C=CCc1c(C)nc(SC)nc1Nc1ccc(C)cc1 | -2.6
CCCCCNCc1cccc(Br)c1 | 0.26
CCS(=O)(=O)N1CCN(C2Cc3ccccc3C2)CC1 | 0.31
COc1ccc(C2/C=C\CN(C(=O)CC(C)(C)C)CC(=O)N2Cc2ccc(F)cc2)cc1 (stereo not given) | 0.0014
CCNS(=O)(=O)c1ccc(NC(=O)c2cccnc2)cc1 | 0.19
COc1ccccc1C(=O)Nc1ccc2c(c1)nc(CCNC(C)=O)n2C | -0.4
CC(=O)NCC(=O)NC(Cc1ccccc1)C(N)=O (stereo not given) | 0.88
O=S(=O)(c1cccc(S(=O)(=O)N2CCC(n3nnc4ccccc43)CC2)c1)N1CCCCC1 | -0.03
COCCCNC(=O)c1cc(C)nc2ccc(F)cc12 | 0.29
CC(=O)OC1c2ccccc2C(=O)N1Cc1ccccc1Cl (stereo not given) | 0.07
COC(=O)c1cccc(COC(=O)c2cccnc2SC)c1 | -4.1
COc1ccc(OC)c(S(=O)(=O)N2CCN(c3c(C)cccc3C)CC2)c1 | -7.3*
CCc1ccc(/C=c2\s/c(=C\C(=O)C(C)(C)C)[nH]c2=O)cc1 | -1.2
CCCCn1c(N)c(N(CCC(C)C)C(=O)CSc2nnc(C)s2)c(=O)[nH]c1=O | -0.11
Cc1ccccc1C(=O)NNC(=O)Cc1ccccc1 | 0.36
O=C(c1nnc(-c2ccncc2)o1)c1ccccc1Cl | 0.04
CCCCS(=O)(=O)Nc1ccc(Cc2ccncc2)cc1 | 0.2
Cn1c(CNC(=O)c2ccc(Cl)cc2)nnc1SCC(=O)Nc1sc2c(c1C#N)CCCC2 | -0.55
O=C(Nc1cccc2ncccc12)c1cc2ccccc2o1 | -0.065
N#C/C(=C\c1c(N2CCOCC2)nc2ccccn2c1=O)S(=O)(=O)c1ccccc1 | 2.3
Cc1csc(SCC(=O)NC23CC4CC(CC(C4)C2)C3)n1 | -0.34
COc1ccccc1NC(=O)CCn1c(=O)sc2ccccc21 | -0.15
COc1ccc(NS(=O)(=O)c2ccc(NS(C)(=O)=O)cc2)cc1 | -0.37
COc1cccc(C(=O)N/N=C/c2ccc(OC3CSC3)cc2)c1 | 0.74
Cc1ccc(NC(=O)CN(C)C(=O)CSc2n[nH]c(N)n2)cc1 | -0.0086
COc1cc(C(=O)N(Cc2ccccn2)CC2CCCO2)cc(OC)c1OC (stereo not given) | 0.9
COc1ccc(N2CCN(c3nc(Cl)nc(N4CCOCC4)n3)CC2)cc1 | -3.2
Cc1nonc1NCn1nnc2ccccc21 | -0.23
Cc1nn(CC#N)c(=O)n1-c1cccc(F)c1 | 0.27
COc1ccc(CC(NC(C)=O)C(=O)NC2CCN(C(=O)NCc3ccccc3)CC2)cc1OC (stereo not given) | 0.0059
CCOc1ccccc1C(=O)NCC(=O)OCC(=O)c1ccc2c(c1)OCCO2 | -0.27
COC(=O)c1[nH]c2ccc(Br)cc2c1NC(=O)CN1CCCc2ccccc21 | -0.22
COc1ccc(NC(=O)C(c2ccc(OC)cc2)N(C)C(=O)c2cnccn2)cc1 (stereo not given) | 0.075

Some of the entries so far, with each value named.
CCOc1ccccc1C(=O)NCC(=O)OCC(=O)c1ccc2c(c1)OCCO2
  Cav32 inh: -0.27

COC(=O)c1[nH]c2ccc(Br)cc2c1NC(=O)CN1CCCc2ccccc21
  Cav32 inh: -0.22

Next part:
compound | Cav32 inh
CC(C)(C)C1CCc2nc(NC(=O)Cc3cn4ccsc4n3)sc2C1 (stereo not given) | -2.3
O=S(=O)(NCc1cc(-c2ccccc2Cl)no1)c1ccc(Cl)cc1 | -7.2*
O=C(/C=C/c1ccccc1F)c1ccoc1 | 3.5
COC(=O)c1ccccc1NC(=O)CSCC(=O)Nc1ccccc1 | 0.7
COCCn1c(CN2CCN(c3cccc(Cl)c3)CC2)nc2c1c(=O)n(C)c(=O)n2C | 0.92
CCOC(=O)c1c(NC(=O)CSc2nnnn2-c2ccccc2)sc2c1CCC(C)C2 (stereo not given) | -0.53
O=C(Nc1c(C(=O)N2CCCC2)cnn1-c1ccccc1)c1cccc(F)c1 | 0.56
CNC(=S)NC1CC2CCC(C1)N2Cc1ccccc1 (stereo not given) | 0.65
Cc1nc(NC(=O)CCC(=O)O)sc1C(=O)N(C)C | -0.59
CCn1c(CCNC(=O)c2cccs2)nnc1SCC(=O)Nc1cccc(Cl)c1 | -1.3
Cc1ccc(-c2ccc(CCC(=O)O)o2)cc1 | -0.14
O=C(c1cccs1)N(CCO)Cc1cc2cc3c(cc2[nH]c1=O)OCCO3 | 1
Nc1nnc(SCC(=O)N2CCN(c3ccccc3)CC2)s1 | 0.8
CCc1ccc(NC(=O)N(Cc2cccnc2)Cc2ccco2)cc1 | 0.011
C=C(C)c1ccc(C(C)(C)NC(=O)N2CCN(C)CC2)cc1 | 0.87
O=C(NCc1ccccn1)c1cn(Cc2ccccc2)nn1 | 0.6
O=C(O)CCCCC1SCC2NC(=O)NC21 (stereo not given) | 0.43
Cc1ccc2cc3c(NC(=O)c4cccnc4)nn(C)c3nc2c1 | 0.62
COc1ccc(-n2c(C)n[nH]c2=O)cc1OC | -0.58
CCOC(=O)c1sc(N)nc1-c1ccccc1 | 0.46
Cc1[nH]c2ccccc2c1NC(=O)CN1CCN(Cc2ccc3c(c2)OCO3)CC1 | 0.15
O=C(CC1CCCCC1)OCn1nnc2ccccc2c1=O | -0.57
CCOC(=O)c1c(NC(=O)CSc2nnc(-c3cccc(C)c3)n2CC)sc(C(C)=O)c1C | -3.9
CCc1ccc(OC)c(S(=O)(=O)NCCOc2ccccc2)c1 | -1.4
COc1cc(/C=N/NC(=O)CCc2c(C)n[nH]c2C)cc(OC)c1OC | 0.47
Cc1ccccc1N1C(=O)C(Cl)=C(N2CCN(c3ccccc3)CC2)C1=O | -0.72
CC(C(=O)N(C)C)N(C#N)c1nc(N(C)C)nc(N(C)C)n1 (stereo not given) | 0.25
O=c1c(-c2nnc(SCc3ccc(Cl)cc3)o2)cccn1Cc1ccccc1 | -2
Cc1cc(C)c2[nH]c(=O)c(C(c3nnnn3Cc3ccc4c(c3)OCO4)N3CCC(C)CC3)cc2c1 (stereo not given) | -0.033
N#Cc1nc(-c2ccc(Cl)cc2)oc1NCCc1ccccn1 | 1.6
COc1ccc(Cl)cc1-n1c(=S)sc2c(=O)[nH]c(SCC(=O)NCC3CCCO3)nc21 (stereo not given) | -0.61
Cc1ccc2nc(-c3ccccc3)c(NC(=O)c3ccco3)n2c1 | 0.63
CCOc1ccccc1Oc1coc2cc(O)ccc2c1=O | -1.3
CNC(=O)CSc1nc(N)c2c3c(sc2n1)CCC3 | 0.14
COC(=O)c1cnc2ccccc2n1 | -0.97
O=C(c1cnc2sccn2c1=O)N1CCCc2ccccc21 | 0.15
COc1ccc(S(=O)(=O)N(C)CC(=O)Nc2cccc(C(C)=O)c2)cc1C | 1
CCCn1c(SCC(=O)N2c3ccccc3CC2C)nnc1-c1ccco1 (stereo not given) | 0.22
CC(C)CNS(=O)(=O)c1ccc(CCC(=O)Nc2ccc3c(c2)OCCO3)cc1 | -0.16
CCSc1nnc2n1C(C)(C)Cc1ccccc1-2 | -0.46
C=CCCCCCCCCC(=O)NN | -0.14
CC1(C)C=C2[C@H]3CC[C@@H]4[C@@]5(C)CCC(=O)C(C)(C)[C@@H]5CC[C@@]4(C)[C@]3(C)CC[C@@]2(C(=O)O)CC1 | -0.05
Cn1c(=O)c2c(n(C)c1=O)=NC1(CCCCC1)N=2 | -0.57
Cc1cc(C)c(NC(=O)C2CCCCN2C)c(C)c1 (stereo not given) | 0.43
Cc1ccc(N=C2NC(=O)CS2)c(C)c1 | 0.77
COc1ccc(C(=O)N2CCN=C2SCc2cccnc2)cc1OC | 0.55
CCOC(=O)Nc1ccc2c(C)cc(=O)oc2c1 | 0.24
CNS(=O)(=O)c1cccc(C(=O)NCC(c2cccs2)N(C)C)c1 (stereo not given) | -0.047
C=CCn1c(CNC(=O)CCC)nc2ccccc21 | 0.27
O=C(C1COc2ccccc2O1)N1CCn2c(nc3ccccc32)C1 (stereo not given) | 1.6
COc1ccc(-c2nnc(-c3ccc(N)cc3)o2)cc1 | 0.2
O=C(CSc1nnc(-c2cccnc2)n1Cc1ccco1)c1ccc2ccccc2c1 | 0.85
CCOC(=O)c1nn(-c2cccc(C)c2)c2nc(-c3ccccc3)c(C#N)c(=O)n12 | 0.064

Assay outcomes: PubChem BioAssay, Vanderbilt High Throughput Screening Facility

Only part of the results is shown; rates above refer to the full screens.
